# Screens: PubChem BioAssay, Broad Institute
# STK33 kin inh – STK33 kinase inhibitors, primary screen, biochemical, luminescence, ADP-Glo, MBP substrate | actives 0.44% (n = 27,000) | Serine/threonine-protein kinase 33 (Homo sapiens), Q9BYT3 | inhibition, % at 12.5 µM; in the data active means inhibition above about 20%
# Target sequence (Q9BYT3 whole entry, looked up): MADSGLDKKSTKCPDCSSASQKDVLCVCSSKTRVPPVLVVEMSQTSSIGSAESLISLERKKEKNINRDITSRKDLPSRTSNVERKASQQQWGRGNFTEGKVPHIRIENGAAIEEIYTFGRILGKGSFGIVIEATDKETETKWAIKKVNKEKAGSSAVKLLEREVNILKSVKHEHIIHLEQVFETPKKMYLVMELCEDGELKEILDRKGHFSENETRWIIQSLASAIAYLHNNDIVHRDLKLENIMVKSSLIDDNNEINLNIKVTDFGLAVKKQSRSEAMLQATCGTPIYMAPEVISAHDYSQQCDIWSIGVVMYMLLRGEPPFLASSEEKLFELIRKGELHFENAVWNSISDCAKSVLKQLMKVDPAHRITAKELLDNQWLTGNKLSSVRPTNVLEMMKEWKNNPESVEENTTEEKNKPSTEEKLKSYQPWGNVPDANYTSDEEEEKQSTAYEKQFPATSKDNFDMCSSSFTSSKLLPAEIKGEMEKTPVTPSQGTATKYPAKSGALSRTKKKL
# mut p53 react – mutant p53 pathway re-activators, primary screen, cell-based, SW480, luciferase, single point, HTS. actives 1.5% (n = 28,000). SW480 PUMA-promoter luciferase, p53 mutant reactivation. activation, % at 9.98 µM; in the data active means activation above about 52%
# * hit, by the source's call; nt = no result given. The list is partial; rates above refer to the full screens.
SMILES,STK33 kin inh,mut p53 react
C[C@H](CO)N1C[C@H](C)[C@@H](CN(C)Cc2ccc(Oc3ccccc3)cc2)Oc2ccc(NC(=O)CCCN(C)C)cc2C1=O,3,nt
CCCC#Cc1ccc2c(c1)O[C@@H](CN(C)C(=O)Nc1ccccc1F)[C@H](C)CN([C@H](C)CO)S2(=O)=O,nt,-10
C[C@@H]1CN([C@@H](C)CO)C(=O)CCCn2nncc2CO[C@H]1CN(C)C(=O)OCc1ccccc1,-4,nt
CC(C)Oc1ccccc1-c1nc(SCC(N)=O)n[nH]1,0,-14
N#CC(C#N)=C(N)/C(C#N)=C/c1cc(O)c(O)c(O)c1,20*,-9
C[C@@H]1CCCCO[C@H](CN(C)C(=O)Cc2ccccc2)[C@@H](C)CN([C@H](C)CO)C(=O)c2cc(NC(=O)Nc3ccc(F)cc3)ccc2O1,0,-4
C[C@H](CO)N1C[C@H](C)[C@H](CN(C)Cc2ccccc2)Oc2ncc(-c3cc4ccccc4o3)cc2C1=O,5,-11
Nc1ncnc(NCCN2CCOCC2)c1[N+](=O)[O-],-1,-21
C[C@H](CO)N1C[C@H](C)[C@H](CN(C)C(=O)Nc2ccccc2)Oc2ccc(NC(=O)Cc3cn(C)c4ccccc34)cc2CC1=O,2,2
O=C1O[C@H](c2ccccc2)[C@H](c2ccccc2)N2[C@H]1[C@@H](C(=O)N1CCN(c3ncccn3)CC1)[C@]1(C(=O)Nc3ccc(C#CC4(O)CCCCCC4)cc31)[C@H]2c1ccccc1OCCO,9,nt
COc1ccc([N+](=O)[O-])cc1NC(=O)c1ccccc1OCC(=O)Nc1cccc(C)c1,0,20
COC(=O)c1c2ccccc2c(C)c2ccccc12,1,nt
C[C@H](CO)N1C[C@H](C)[C@H](CN(C)S(C)(=O)=O)Oc2ccc(NC(=O)Nc3cccc4ccccc34)cc2CC1=O,-1,nt
O=c1c(-c2c(O)cc(O)c3c(=O)cc(-c4ccc(O)cc4)oc23)c(-c2ccc(O)cc2)oc2cc(O)cc(O)c12,3,nt
COCCNC(=O)C[C@@H]1C[C@@H]2c3cc(NC(=O)Nc4ccccc4)ccc3O[C@@H]2[C@@H](CO)O1,nt,9
COc1cccc2cc(-c3nnc(SCC(=O)c4ccccc4)n3C)oc12,7,19
CNC[C@@H]1Oc2c(N)cccc2C(=O)N([C@@H](C)CO)C[C@H]1C,nt,-3
COc1ccc(NC(=O)Cn2cnc3sc(-c4ccccc4)cc3c2=O)cc1,0,-24
COc1cc([N+](=O)[O-])ccc1NC(=O)CN1CCOCC1,1,11
COc1ccc(-n2nc3cc(C)c(NC(=S)NC(=O)COc4cccc(C)c4)cc3n2)cc1Cl,-2,32
C[C@@H]1CN([C@H](C)CO)C(=O)c2cc(NC(=O)Cc3ccccc3)ccc2O[C@@H](C)CCCCO[C@@H]1CN(C)C,nt,-3
COc1ccc(NC(=O)Nc2ccc3c(c2)[C@H]2C[C@H](CC(=O)NCC(F)(F)F)O[C@H](CO)[C@H]2O3)cc1,nt,-5
C[C@H]1CN([C@@H](C)CO)C(=O)c2cc(NC(=O)CCC(F)(F)F)ccc2O[C@H]1CN(C)C(=O)Nc1cccc2ccccc12,0,nt
COc1ccc(OC)c(NC(=O)COc2ccc(C(=O)Nc3ccc(C)cc3)cc2)c1,4,-1
C[C@H]1CN([C@@H](C)CO)C(=O)c2cc(NC(=O)CCC(F)(F)F)ccc2O[C@@H]1CN(C)Cc1ccc(C(=O)O)cc1,-3,nt

# A portion of the results above:
SMILES,STK33 kin inh,mut p53 react
COc1cc([N+](=O)[O-])ccc1NC(=O)CN1CCOCC1,1,11
COc1ccc(-n2nc3cc(C)c(NC(=S)NC(=O)COc4cccc(C)c4)cc3n2)cc1Cl,-2,32
C[C@@H]1CN([C@H](C)CO)C(=O)c2cc(NC(=O)Cc3ccccc3)ccc2O[C@@H](C)CCCCO[C@@H]1CN(C)C,nt,-3
COc1ccc(NC(=O)Nc2ccc3c(c2)[C@H]2C[C@H](CC(=O)NCC(F)(F)F)O[C@H](CO)[C@H]2O3)cc1,nt,-5
C[C@H]1CN([C@@H](C)CO)C(=O)c2cc(NC(=O)CCC(F)(F)F)ccc2O[C@H]1CN(C)C(=O)Nc1cccc2ccccc12,0,nt
COc1ccc(OC)c(NC(=O)COc2ccc(C(=O)Nc3ccc(C)cc3)cc2)c1,4,-1
C[C@H]1CN([C@@H](C)CO)C(=O)c2cc(NC(=O)CCC(F)(F)F)ccc2O[C@@H]1CN(C)Cc1ccc(C(=O)O)cc1,-3,nt

# Quoted from the listing:
# Under STK33 kin inh, `O=c1c(-c2c(O)cc(O)c3c(=O)cc(-c4ccc(O)cc4)oc23)c(-c2ccc(O)cc2)oc2cc(O)cc(O)c12` has the entry 3
# Under STK33 kin inh, `C[C@H]1CN([C@@H](C)CO)C(=O)c2cc(NC(=O)CCC(F)(F)F)ccc2O[C@@H]1CN(C)Cc1ccc(C(=O)O)cc1` has the entry -3

# Continued.
SMILES,STK33 kin inh,mut p53 react
COc1ccc(NC(=O)Nc2ccc3c(c2)CC(=O)N([C@H](C)CO)C[C@@H](C)[C@H](CN(C)S(=O)(=O)c2ccc(C)cc2)O3)cc1,0,-6
C/C=C/c1cnc2c(c1)C(=O)N([C@H](C)CO)C[C@H](C)[C@@H](CN(C)Cc1ccc(F)cc1)O2,nt,8
CNC[C@@H]1Oc2c(NC(=O)c3nc4ccccc4s3)cccc2C(=O)N([C@H](C)CO)C[C@H]1C,nt,7
C[C@@H]1CN([C@@H](C)CO)C(=O)c2cc(NS(C)(=O)=O)ccc2O[C@@H](C)CCCCO[C@H]1CN(C)C,nt,1
O=C(Nc1ccc2c(c1)[C@@H]1C[C@H](CC(=O)N3CCCCC3)O[C@@H](CO)[C@@H]1O2)Nc1ccccc1F,nt,-5
C[C@H](CO)N1C[C@H](C)[C@H](CN(C)C(=O)Nc2ccccc2)OCCCC[C@H](C)Oc2ccc(NC(=O)c3ccccc3)cc2C1=O,nt,-13
C[C@@H]1CN([C@@H](C)CO)C(=O)c2cc(NC(=O)CCC(F)(F)F)ccc2O[C@H]1CN(C)S(=O)(=O)c1cccs1,0,nt
CC(=O)c1cccc(NC(=O)CN2C(=O)c3ccccc3S2(=O)=O)c1,0,-13
O=C(CSc1nnc(-c2ccc(Cl)cc2)n1-c1ccc(F)cc1)Nc1ccccc1Cl,1,-29
CC(C)C[C@@H]1NC(=O)[C@@H]2C[C@H](C(=O)NCc3ccc(F)cc3)[C@H](c3ccc(O)cc3)N2C1=O,-1,nt
Cn1c(SCC(=O)c2ccc3c(c2)Cc2ccccc2-3)nnc1-c1cccc(N)c1,0,-1
C[C@@H]1CN([C@H](C)CO)C(=O)c2cccc(NC(=O)Nc3ccc(F)cc3)c2O[C@@H]1CN(C)C,nt,1
COCCOC(=O)N1C(=O)[C@@]2(c3cc(C#CCCO)ccc31)[C@H](c1ccccc1OCCO)N1[C@H](c3ccccc3)[C@H](c3ccccc3)OC(=O)[C@H]1[C@@H]2C(=O)NC[C@H](O)c1ccccc1,0,nt
C[C@H](CO)N1C[C@H](C)[C@H](CN(C)S(=O)(=O)c2ccccc2)Oc2ccc(NS(=O)(=O)c3ccc(Cl)cc3)cc2CC1=O,-3,nt
Cc1cc(NC(=O)C(C)n2cc([N+](=O)[O-])cn2)ccc1Br (configuration not stated),-4,-15
COc1ccc([Si](C)(C)[C@@H]2[C@@H](CCO)O[C@]3(C(=O)N(Cc4cccc(NC(C)=O)c4)c4ccccc43)[C@H]2C)cc1,12,nt
COCCOC(=O)N1C(=O)[C@@]2(c3ccccc31)[C@H](c1ccccc1OCCO)N1[C@H](c3ccccc3)[C@H](c3ccccc3)OC(=O)[C@H]1[C@@H]2C(=O)N1CCc2cc(OC)c(OC)cc2C1,0,nt
CC(C)=CCc1cc2c(c(CC=C(C)C)c1O)O[C@H](c1ccc(O)cc1)[C@@H](O)C2=O,4,7
COc1ccc(CN(C)C[C@@H]2Oc3ccc(NC(=O)Nc4ccccc4)cc3CC(=O)N([C@H](C)CO)C[C@H]2C)cc1,-3,nt
COc1ccc(CCNC(=O)c2c(-c3ccccc3)noc2C)cc1OC,2,8
C[C@H](CO)N1C[C@H](C)[C@H](CN(C)S(=O)(=O)c2cccs2)Oc2ncc(C#CC(C)(C)O)cc2C1=O,-9,nt
C[C@H](CO)N1C[C@H](C)[C@H](CN(C)Cc2cccc(C(F)(F)F)c2)Oc2ncc(-c3ccccc3)cc2C1=O,1,nt
C[C@H]1CN([C@@H](C)CO)C(=O)c2cc(NS(=O)(=O)c3ccc(F)cc3)ccc2O[C@H]1CN(C)S(=O)(=O)c1cn(C)cn1,-6,nt
Cc1ccc(NS(=O)(=O)c2cccc(C(=O)Nc3ccccc3C(=O)O)c2)cc1,-2,3
CCC1(C)Cc2c(sc3nc(SCC(=O)Nc4ccc(Cl)cc4)nc(N)c23)CO1 (configuration not stated),-2,12

# Other records
SMILES,STK33 kin inh,mut p53 react
C[C@H](CO)N1C[C@H](C)[C@H](CN(C)Cc2ccc(C(F)(F)F)cc2)Oc2ccc(NC(=O)NC3CCCCC3)cc2CC1=O,-6,nt
COc1ccc(S(=O)(=O)Nc2ccc3c(c2)C(=O)N([C@@H](C)CO)C[C@H](C)[C@@H](CN(C)C(=O)Nc2ccc(F)cc2)OCCCC[C@H](C)O3)cc1,nt,-22
CS(=O)(=O)N(CC(=O)Nc1cccc(F)c1)Cc1ccccc1,2,-4
O=C(Nc1ccccc1C(=O)N1CCOCC1)c1ccc(CN2CCOCC2)cc1,-2,6
Cc1ccc(S(=O)(=O)N(C)C[C@@H]2Oc3ccc(NS(=O)(=O)c4ccc(F)cc4)cc3C(=O)N([C@@H](C)CO)C[C@H]2C)cc1,1,nt
C[C@H]1CN([C@@H](C)CO)C(=O)c2cc(NC(=O)C3CC3)ccc2O[C@@H]1CN(C)Cc1ccc2c(c1)OCO2,0,nt
Nc1ccc(S(=O)(=O)Nc2nccs2)cc1,-3,nt
COc1ccc2oc(-c3cccc(NC(=O)COc4ccc(Cl)cc4)c3)nc2c1,5,91*
C[C@H](CO)N1C[C@H](C)[C@H](CN(C)Cc2ccc(-c3ccccc3)cc2)Oc2ccc(NC(=O)Cn3cnnn3)cc2C1=O,2,nt
O=C(CC1CC1)Nc1ccc2c(c1)[C@@H]1C[C@H](CC(=O)N3CCOCC3)O[C@@H](CO)[C@@H]1O2,nt,-2
COc1ccc(OC)c(NC(=O)Cn2cnc3sc(C)c(-c4ccccc4)c3c2=O)c1,8,-2
Cc1nc(SCC(=O)Nc2oc(-c3ccccc3)c(-c3ccccc3)c2C#N)nc2c1CCCC2,3,-9
O=c1c(O[C@@H]2O[C@H](CO)[C@@H](O)[C@H](O)[C@H]2O)c(-c2ccc(O)cc2)oc2cc(O)cc(O)c12,nt,13
Cc1noc(C)c1S(=O)(=O)Nc1ccc2c(c1)C(=O)N([C@H](C)CO)C[C@@H](C)[C@@H](CN(C)C(=O)NC(C)C)OCCCC[C@H](C)O2,nt,-5
CCOC(=O)c1c(NC(=O)CSc2nncn2C)sc(C)c1C,0,4
NC(=O)Cc1ccc(O)c(Cl)c1,-1,7
CN(CC(=O)Nc1ccccc1[N+](=O)[O-])S(=O)(=O)c1ccc(Cl)cc1,-4,-19
C[C@H](CO)N1C[C@H](C)[C@H](CN(C)S(=O)(=O)c2cccs2)Oc2ncc(C#Cc3ccccc3)cc2C1=O,6,2
C[C@H]1CN([C@@H](C)CO)C(=O)Cc2cc(NC(=O)C3CCCCC3)ccc2O[C@@H]1CN(C)CC1CCCCC1,6,nt
CCn1c(SCC(=O)Nc2ccc(Cl)cc2)nnc1-c1ccco1,-2,20
Cc1noc(C)c1NC(=O)N(C)C[C@H]1Oc2c(NC(=O)c3cnccn3)cccc2C(=O)N([C@H](C)CO)C[C@@H]1C,nt,3
CC(C)NC(=O)N(C)C[C@H]1Oc2c(NC(=O)Nc3cccc4ccccc34)cccc2C(=O)N([C@H](C)CO)C[C@@H]1C,nt,1
COc1cc(OC)c(C2=NOC(C(=O)NCC3CCCO3)C2)cc1Cl (configuration not stated),3,14
C=CCNC(=O)[C@H]1[C@@H]2C(=O)O[C@@H](c3ccccc3)[C@@H](c3ccccc3)N2[C@@H](c2ccc(O)cc2)[C@]12C(=O)N(C(=O)OCCOC)c1ccc(C#CC3=CCCCC3)cc12,3,nt
COc1ccc(CN(C)C[C@@H]2Oc3ccc(NC(=O)Cc4cn(C)c5ccccc45)cc3CC(=O)N([C@@H](C)CO)C[C@H]2C)cc1,nt,-10

# Following part:
SMILES,STK33 kin inh,mut p53 react
C[C@H](CO)N1C[C@H](C)[C@@H](CN(C)C(=O)Cc2ccccc2)Oc2cc(C#CC3(O)CCCC3)ccc2S1(=O)=O,nt,-2
COc1ccc(S(=O)(=O)Nc2ccc3c(c2)CC(=O)N([C@@H](C)CO)C[C@H](C)[C@@H](CN(C)Cc2ccc4c(c2)OCO4)O3)cc1,0,nt
C[C@@H]1CN([C@@H](C)CO)S(=O)(=O)c2ccc(-c3cccc(C(=O)N(C)C)c3)cc2O[C@@H]1CN(C)Cc1ccc2c(c1)OCO2,nt,-7
C[C@H](CO)N1C[C@H](C)[C@H](CN(C)Cc2ccc3c(c2)OCO3)Oc2ccc(NC(=O)Nc3ccc(F)cc3)cc2CC1=O,-4,-25
COc1cc2c(cc1OC)CN(C(=O)[C@H]1[C@@H]3C(=O)O[C@@H](c4ccccc4)[C@@H](c4ccccc4)N3[C@@H](c3ccccc3OCCO)[C@]13C(=O)Nc1ccccc13)CC2,7,nt
O=C(O)c1ccc2nc(-c3ccccc3)c(-c3ccccc3)nc2c1,0,27
CC1CCc2c(sc(NC(=O)CCN3C(=O)c4ccccc4C3=O)c2C#N)C1 (configuration not stated),-1,3
Cc1cc(C(=O)Nc2ccc(OCC(=O)O)cc2)ccc1[N+](=O)[O-],0,0
C[C@@H]1CN([C@H](C)CO)C(=O)Cc2cc(NC(=O)C3CC3)ccc2O[C@@H]1CN(C)S(=O)(=O)c1ccc(F)cc1,-1,nt
C[C@@H]1CN([C@H](C)CO)C(=O)Cc2cc(NC(=O)Nc3ccc4c(c3)OCO4)ccc2O[C@@H]1CN(C)C(=O)Nc1ccc2c(c1)OCO2,-1,6
